Screening data (PubChem BioAssay)
Ba/F3 V617F tox – lowers viability of Ba/F3 cells expressing EpoR and JAK2V617F; 1.1% of 220,000 active; ATP luminescence; inhibition, % at 5.6 µM;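 active = inhibition above the campaign mean plus 3 SD over all tested compounds, cut at about 24% in these data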;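 note: cytokine-independent growth of Ba/F3 cells driven by EpoR plus mutant JAK2; 0% = DMSO-treated cells and 100% = JAK inhibitor I control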
NPY-Y2 PAM-ag – potentiators or agonists of human neuropeptide Y receptor Y2; activation, % at 3.6 µM; 0.45% of 220,000 active; P49146; AID 1359; cells expressing NPY-Y2, potentiator/agonist read-out; in the data active = activation above about 27%;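 note: cells stimulated with NPY near EC25 plus isoproterenol at EC100; 0% = vehicle plus submaximal agonist and 100% = vehicle plus saturating agonist; some results beyond the cut were filed as inactive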
Target sequence (P49146 whole entry, looked up): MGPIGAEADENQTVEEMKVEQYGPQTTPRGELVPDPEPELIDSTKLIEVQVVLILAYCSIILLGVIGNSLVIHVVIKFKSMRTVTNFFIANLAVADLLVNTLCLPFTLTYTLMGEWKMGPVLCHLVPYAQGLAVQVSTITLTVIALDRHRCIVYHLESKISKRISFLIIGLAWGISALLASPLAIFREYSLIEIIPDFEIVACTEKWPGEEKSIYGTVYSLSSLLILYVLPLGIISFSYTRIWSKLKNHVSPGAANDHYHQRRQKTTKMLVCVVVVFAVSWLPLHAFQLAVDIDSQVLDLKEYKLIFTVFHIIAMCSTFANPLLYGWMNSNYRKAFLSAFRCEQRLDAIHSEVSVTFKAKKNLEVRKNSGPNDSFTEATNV
CHOP inh – inhibitors of CHOP induction in ER stress response; inhibition, % at 10 µM; CHO-K1 CHOP-promoter luciferase, tunicamycin-induced, 15-18 h; 3.8% of 220,000 active;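 active = compounds that reduced the stress-induced luciferase reporter signal by more than about 70% of percent inhibition, limit read from the data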;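 note: 0% = tunicamycin plus vehicle and 100% = wells without tunicamycin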
NPY Y1 blocker – NPY-Y1 (human) receptor antagonism; HEK293-CNG Y1 cells, membrane potential fluorescence; NPY at EC95, then isoproterenol; inhibition, % at 3.6 µM; 1% of 200,000 active;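 active = inhibition above the campaign mean inhibition of all tested compounds plus 3 SD, cut at about 20% in these data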;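 note: 0% = DMSO wells given NPY plus isoproterenol and 100% = isoproterenol alone without NPY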
Target sequence (P25929 whole entry, looked up): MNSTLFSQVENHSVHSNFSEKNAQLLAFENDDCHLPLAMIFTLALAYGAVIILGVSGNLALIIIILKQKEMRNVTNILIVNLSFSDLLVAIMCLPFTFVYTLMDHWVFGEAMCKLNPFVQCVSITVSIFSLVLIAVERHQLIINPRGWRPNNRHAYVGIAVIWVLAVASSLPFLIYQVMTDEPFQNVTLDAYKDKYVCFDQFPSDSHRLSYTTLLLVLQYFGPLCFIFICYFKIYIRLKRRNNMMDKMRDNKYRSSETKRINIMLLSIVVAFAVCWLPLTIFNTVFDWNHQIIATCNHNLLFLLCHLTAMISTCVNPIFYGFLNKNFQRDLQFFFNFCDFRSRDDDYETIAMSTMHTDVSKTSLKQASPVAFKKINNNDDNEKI
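Test system – HEK293 Y1/CNG channel cell line · Also added – NPY agonist 25 nM, then isoproterenol 1 µM plus Ro 20-1724 25 µM · Compound dosing – one concentration, 3.6 µM, in 0.4% DMSO · Schedule – compound incubation 1 h at room temperature, readout 45 min post-stimulation · Technique – fluorescence, membrane potential probe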
NPY1 pot ag – potentiates or activates human NPY-Y1 receptor; P25929; AID 1304; activation, % at 3.6 µM; NPY-Y1 expressing cells, potentiator/agonist activation; 0.37% of 220,000 active; in the data active = activation above about 33%, passing the limit was not always enough;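 note: cells stimulated with NPY at EC10 then isoproterenol at EC100; 0% = low agonist plus stimulus and 100% = saturating agonist plus stimulus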
BaF3 parental – reduces parental Ba/F3 cell viability, JAK2V617F counter-screen; CellTiter-Glo ATP luminescence; inhibition, % at 5.6 µM; 1.1% of 220,000 active; AID 1486;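 active = inhibition above a per-campaign cutoff, the mean inhibition of all tested compounds plus 3 SD, cut at about 27% in these data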;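 note: 0% = DMSO wells and 100% = JAK Inhibitor I control wells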
S1P4 antag – human S1P4 receptor antagonism | O95977 | 0.26% of 220,000 active | AID 1510 | inhibition, % at 4.98 µM | S1P4-expressing cells, antagonist mode, reporter read-out; in the data active = inhibition above about 29%;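 note: 0% = wells stimulated with agonist and 100% = vehicle wells without agonist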
S1P4 ag – human S1P4 receptor agonism. activation, % at 4.98 µM. S1P4-expressing cell line, agonist reporter assay. 0.35% of 220,000 active. O95977; in the data active = activation above about 11%;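 note: 0% = DMSO vehicle and 100% = reference agonist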
p47phox inh – inhibitors of human p47phox binding. AID 1274. p47phox/p22phox peptide binding, fluorescence polarization, 2 h. 0.53% of 220,000 active. inhibition, % at 24.7 µM. P14598;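 active = inhibition above about 30%, limit read from the data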;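 note: 0% = p47phox with labelled peptide and 100% = labelled peptide alone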
The depositor's hits bear a star; . = not tested or not shown.

SMILES	Ba/F3 V617F tox	NPY-Y2 PAM-ag	CHOP inh	NPY Y1 blocker	NPY1 pot ag	BaF3 parental	S1P4 antag	S1P4 ag	p47phox inh
Cc1cccc(Nc2nc(N)c([N+](=O)[O-])c(N3CCC(C)CC3)n2)c1	1	11	104*	2	7	6	-13	-0.3	-6
COc1cc(C(=O)NC2CC3CCCC(C2)N3C2CC2)cc(OC)c1OC (stereo not given)	-5	5	20	0	8	-2	-3	0.7	-5
C=CCN=C(NC#N)SCc1ccccc1Cl	0	-1	13	-1	-8	8	-10	3.0	-4
CCn1c(SCC(=O)c2ccc(O)c(O)c2)nnc1-c1ccc(C)cc1	3	14	-8	-2	7	3	-26	0.5	-11
Cc1ccc(OCC(O)CN2CCN(CC(O)COC(C)C)CC2)c(C(C)(C)C)c1 (stereo not given)	2	93*	34	-15	96*	2	-12	-0.7	-20
Cc1ccc(-c2cc(C(F)F)n3ncc(C(=O)Nc4c(C)nn(Cc5ccccc5Cl)c4C)c3n2)cc1	3	-3	55	-4	24	3	-7	-3.5	-1
CCCCOC(=O)C1=C(C)Nc2ncnn2C1c1ccc(OC)c(OC)c1OC (stereo not given)	1	14	35	-2	7	3	-14	1.1	-8
CCC(CC)c1nnc(NC(=O)c2ccc(N3CCCCC3)c([N+](=O)[O-])c2)s1	-3	1	8	4	9	-1	-7	1.9	-4
COc1cc2c(cc1OC)CN(CC(=O)Nc1ccc(C#N)cc1)CC2	2	-7	24	2	-6	2	-8	-2.7	-21
CCOC(=O)N1CCC(N2C(=O)c3ccccc3C2Nc2c(C)cccc2C)CC1 (stereo not given)	-4	3	2	5	11	1	-17	-0.8	-9
O=C(c1ccc(COc2ccc3c(c2)CCC3)o1)N1CCN(c2ccccc2)CC1	4	-15	.	3	-25	7	-9	-1.3	.
O=S(=O)(c1ccccc1F)N1CCN(C(=S)NCc2ccccc2)CC1	3	0	16	2	3	4	-14	-0.6	-13
O=C(Cc1cccs1)NC1CCCC1	-2	9	25	1	0	5	-6	-0.7	-8
NC(=S)NNc1ccnc2cc(Cl)ccc12	0	17	-18	0	11	7	0	0.3	4
S=C(NN=C1CCN(Cc2ccccc2)CC1)NC1CCCCC1	-4	6	-13	0	24	6	18	-1.0	-8
COC(=O)c1cc(NC(=O)Cc2ccc(OC)cc2)cc(C(=O)OC)c1	-5	4	25	-2	-1	2	18	-5.5	-17
O=C(CN1CCOCC1)Nc1ccccc1Cl	1	-9	-9	-1	-1	3	-11	-0.1	-10
CCN1C(=O)c2cccc3c(NC(=O)C(C)(C)C)ccc1c23	1	1	-18	1	-12	5	3	-0.1	-10
O=C(CN1CC(=O)Oc2ccccc21)OCC(=O)c1ccc(Br)cc1	-4	-13	.	-4	-8	0	-6	-2.7	.
COc1ccc(C2C(C)C3(O)CC(C#N)(C(=O)N3)C2(C#N)C#N)cc1 (stereo not given)	-2	-9	7	.	6	7	-1	-0.9	-10
COc1cc(/C=C/C(=O)c2c(O)cc(C)oc2=O)cc(OC)c1O	2	-20	18	3	6	6	12	-1.7	-141
N=C1C(c2ccccc2)=C(O)CN1c1ccc2c(c1)OCO2	0	-2	10	1	-5	-1	2	-0.4	4
CC1=CC(C)(C)N(C(=O)CN2C(=O)CCC2=O)c2ccccc21	-3	-3	-13	0	4	0	-13	1.2	1
O=C(NCc1ccc2c(c1)OCO2)C1CCC(CNS(=O)(=O)c2ccc(Cl)cc2)CC1 (stereo not given)	2	-16	-8	1	2	5	-4	-1.2	-14
O=c1[nH]c(CN2CCN(c3ccccn3)CC2)nc2c(Br)cc(Br)cc12	-3	-12	54	.	-8	-3	-11	0.2	-15

Single entries from above:
Value of `CCCCOC(=O)C1=C(C)Nc2ncnn2C1c1ccc(OC)c(OC)c1OC` (stereo not given) in Ba/F3 V617F tox: 1
Value of `COc1cc2c(cc1OC)CN(CC(=O)Nc1ccc(C#N)cc1)CC2` in NPY-Y2 PAM-ag: -7
Value of `COc1cc(C(=O)NC2CC3CCCC(C2)N3C2CC2)cc(OC)c1OC` (stereo not given) in S1P4 ag: 0.7

(list continues)
SMILES	Ba/F3 V617F tox	NPY-Y2 PAM-ag	CHOP inh	NPY Y1 blocker	NPY1 pot ag	BaF3 parental	S1P4 antag	S1P4 ag	p47phox inh
O=C(CCN1CCOCC1)c1ccc2c(c1)OCCO2	-2	5	-62	-3	-6	-2	-3	0.8	-1
O=C(O)/C(=C\c1ccc(Br)cc1)c1ccc(S(=O)(=O)N2CCCCC2)s1	5	3	16	11	-4	11	-24	1.8	-8
COC(=O)c1ccc(CSc2nc3ccccc3o2)cc1	-1	-10	44	10	-7	0	-12	1.2	-5
CS(=O)(=O)c1nc(-c2ccccc2)cc(C(F)(F)F)n1	1	6	.	-7	-10	7	40*	0.1	-6
Cc1ccc(OCC(=O)Nc2ccc(CN3CCCCC3)cc2)c(C)c1	2	-26	4	8	-27	-2	-33	-2.2	-3
O=c1cc(-c2ccc(Cl)cc2)[nH]c2ccccc12	1	-15	22	.	13	11	-14	-1.6	0
Cc1cc(C)nc(NC(=O)c2cccc([N+](=O)[O-])c2C)n1	1	-1	8	5	10	5	-20	1.1	-9
CCN1CCN(c2ccc(NC(=O)Cc3ccccc3)cc2)CC1	-4	9	19	-1	-3	4	-25	-0.2	-5
O=C(NCCNc1ccc([N+](=O)[O-])cc1)c1cccc2c(Br)cccc12	0	9	37	10	8	5	-6	-2.0	4
CCc1c(C(=O)NCCc2ccc(OC)c(OC)c2)[nH]c(C)c1C(C)=O	-3	14	5	-3	0	2	-22	1.5	-20
Cc1nn(S(=O)(=O)N2CCCCC2)c(C)c1Br	0	8	22	0	5	2	-3	0.9	-9
O=C(O)c1cccc(-n2cccc2/C=C2/NC(=O)N(Cc3ccccc3F)C2=O)c1	-2	-1	0	4	2	5	-6	4.3	-20
O=C(O)CNC(=S)N(Cc1ccccc1F)C1CCCCC1	-2	-9	12	5	2	-2	-8	-1.6	1
O=C(O)CSc1nnc(CNc2ccc(F)cc2)n1-c1ccccc1	-3	-4	9	.	22	1	0	0.5	-1
COc1ccc(C2N(c3ccc(F)cc3)C(=O)C3CCCN32)cc1 (stereo not given)	-5	-10	35	-3	7	1	7	2.1	-18
CCOC(=O)CNC(=O)c1cc(-c2ccc3c(c2)OCCO3)oc1C	-3	0	22	-2	-5	5	-2	0.4	-16
CSc1ncccc1C(=O)OCC(=O)c1cc(C)n(CC2CCCO2)c1C (stereo not given)	-2	-4	9	.	17	2	2	0.6	-2
O=C(COc1ccc(S(=O)(=O)NC2CCCCC2)cc1Cl)NCc1cccnc1	-2	-16	31	3	5	3	-4	-2.2	-3
O=c1[nH]c2ccc([N+](=O)[O-])cc2nc1/C=C(\O)c1ccccc1	-1	-11	-42	.	7	1	-1	-0.1	-2
Cc1cc(C)nc(N2N=C(C(C)(C)C)CC2=O)n1	2	-6	1	-1	-8	4	3	0.7	-4
CCc1cc(C(=O)OC)c(NC(=O)CCC(=O)O)s1	-3	-2	-12	2	-20	0	-21	1.2	0
Cc1oc2cc(O)ccc2c(=O)c1Oc1ccccc1	1	-11	0	-1	-14	4	-16	0.5	4
Cc1ccc(C(=O)Nn2cnnc2)cc1[N+](=O)[O-]	1	-15	.	-1	8	8	-10	-1.4	.
COc1cccc(-c2noc(CCC(=O)NCC3CCCO3)n2)c1 (stereo not given)	5	-11	8	2	-12	3	1	0.5	.
Cc1cccc(C)c1NC(=S)N(c1ccccc1)C(C)C	3	2	17	2	-4	7	-15	1.9	-5

Just BaF3 parental, NPY-Y2 PAM-ag and NPY1 pot ag (2 entries from above):
smiles,BaF3 parental,NPY-Y2 PAM-ag,NPY1 pot ag
CCN1CCN(c2ccc(NC(=O)Cc3ccccc3)cc2)CC1,4,9,-3
O=C(NCCNc1ccc([N+](=O)[O-])cc1)c1cccc2c(Br)cccc12,5,9,8

Later entries
SMILES	Ba/F3 V617F tox	NPY-Y2 PAM-ag	CHOP inh	NPY Y1 blocker	NPY1 pot ag	BaF3 parental	S1P4 antag	S1P4 ag	p47phox inh
O=C(O)C(c1ccccc1)N1CCCCC1 (stereo not given)	0	1	14	-1	12	8	3	0.5	-4
O=c1[nH]cnc2c1N1CCC2CC1	-1	6	16	-6	4	10	-2	1.0	-20
CC1(C)Cc2c(C#N)c(NCCO)nc(-c3ccco3)c2CO1	0	9	10	.	3	2	-10	0.0	-19
COc1ccc(N2CCN(C(CNC(=O)c3cccc(Cl)c3)c3cccnc3)CC2)cc1 (stereo not given)	4	-5	22	11	-33	7	-2	1.4	-7
CCSc1nc(O)c(Cc2ccccc2)c(=O)[nH]1	0	-8	53	-2	17	4	-5	-4.3	-4
O=c1c2cccnc2n(-c2ccccc2)n1Cc1ccc(Cl)cc1	1	0	36	0	19	12	-4	-1.2	-4
Cc1cccc(NC(=O)COC(=O)c2ccccc2-c2nc3ccccc3s2)c1C	-2	4	29	1	-4	3	4	-0.4	-8
Cc1nc(C(=O)N(C)C)nn1-c1cc(Cl)cc(Cl)c1	3	2	-28	5	2	1	-2	1.4	3
CCNC(=S)N1CCN(S(=O)(=O)c2ccc(C)c(C)c2)CC1	-1	4	27	-1	14	4	-19	1.3	-5
CC1CCN(CCc2nc3cc(NC(=O)Nc4ccccc4)ccc3n2C)CC1	6	-11	-2	-6	-2	4	32*	-2.9	-2
O=S(=O)(c1cccc(NC(=S)N2CCN(c3ccccc3F)CC2)c1)C(F)F	1	6	20	-3	-1	0	-12	2.7	-4
Cn1ccnc1SCC(=O)Nc1cccc(S(=O)(=O)N2CCCCCC2)c1	4	6	12	7	-5	8	-18	1.2	4
CCCNC(=O)N1CCC(C(=O)c2ccc(F)cc2)CC1	-3	15	3	4	0	-1	-6	-1.5	-4
COc1cc(OC)c(C2SCCS2)c(OC)c1	0	0	22	0	-3	5	-2	1.0	-2
O=C(NC(=S)NCc1ccccc1)C1CCCCC1	0	-3	89*	2	-3	-3	-9	1.5	1
O=C(OCC1CCCN2CCCCC12)c1ccc2c(c1)OCO2 (stereo not given)	-5	1	28	11	4	-2	-5	0.1	5
CCOC(=O)c1cccnc1SCC(=O)NCc1ccccc1	-4	-8	-2	1	-17	-1	0	-3.8	-7
O=C(NCCc1ccc(Cl)cc1)C1CCN(S(=O)(=O)c2cccc3nonc23)CC1	1	6	2	2	8	10	-15	1.4	-32
CC(NC(=O)C(Cc1ccccc1)NC(=O)c1ccccc1)C(=O)O (stereo not given)	-2	-16	-4	-2	-15	6	-9	-2.1	-8
CCCn1c(C)cc(/C=C(\C#N)C(=O)OCC(=O)Nc2ccc(OC)c(Cl)c2)c1C	1	6	10	2	-4	6	-14	3.0	-174
CC1CCC2(CC1)NC(=O)N(CC(=O)Nc1ccccc1-c1ccccc1)C2=O (stereo not given)	0	-8	11	0	22	9	-23	1.2	-4
O=C(NN1CCOCC1)c1ccc(S(=O)(=O)N2CCCCC2)cc1	4	14	2	-1	-18	2	-7	-0.6	0
COc1ccc(NC(=O)c2c(Cl)cnn2C)c(C)c1	-2	11	18	4	12	5	0	-0.7	2
CCCc1cc(N2CCCC2)n2nc(C)c(-c3ccccc3)c2n1	-3	-5	10	3	-5	4	-6	0.3	-5
COc1ccccc1CNC(=O)CCCOc1cc(=O)n(C)c2ccccc12	-3	-2	-11	4	-2	-1	-26	0.1	-10
CCn1c(=O)cc(OCC(=O)NCCCN2CC(C)CC(C)C2)c2ccccc21 (stereo not given)	-1	1	14	3	-11	3	-37	1.0	68*
O=C(Nc1ccccc1C(=O)O)c1ccc(Br)c(S(=O)(=O)NCc2ccccc2)c1	2	8	-14	5	-17	1	-14	2.2	-1
COc1ccc(C(=O)O/N=C(/c2ccccc2)c2ccncc2)cc1OC	-1	1	16	10	-5	-1	-8	-0.6	0
O=C(Nc1ccccc1OC(F)(F)F)c1ccc([N+](=O)[O-])cc1	2	-4	-5	8	1	4	21	-0.2	-6
